LAP4-GFP MLPCN: yeast TOR pathway LAP4-GFP modulation. S. cerevisiae LAP4-GFP multiplex, flow cytometry GFP, 3 h; median GFP as percent of DMSO wells. GFP response vs DMSO, % at 10 µM. 0.34% of 320,000 active;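 active = GFP response vs DMSO above a set limit, about the screen mean plus 3 SD, cut at about 150% in these data; inconclusive = under 70 cell events counted for the yeast strain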
VLA-4 inh: inhibition in a human VLA-4 binding assay; P13612; inhibition, % (about 7 µM as worked out from the volumes in the protocol); VLA-4 expressing cells, ligand binding flow cytometry; AID 2557; 0.2% of 330,000 active; in the data active = inhibition above about 50%
GRK2 inh: human GRK2 inhibition via aptamer displacement; bead flow cytometry, FAM-aptamer displacement from GRK2; inhibition of aptamer binding, % at 10 µM; 0.59% of 330,000 active; AID 488847;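 active = inhibition of aptamer binding above 40%, roughly 3 SD of noise, on plates passing a quality check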;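 note: median bead fluorescence of bound FAM aptamer so fluorescent compounds give negative values; no value below 0 was filed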
Target sequence (P25098 whole entry, looked up): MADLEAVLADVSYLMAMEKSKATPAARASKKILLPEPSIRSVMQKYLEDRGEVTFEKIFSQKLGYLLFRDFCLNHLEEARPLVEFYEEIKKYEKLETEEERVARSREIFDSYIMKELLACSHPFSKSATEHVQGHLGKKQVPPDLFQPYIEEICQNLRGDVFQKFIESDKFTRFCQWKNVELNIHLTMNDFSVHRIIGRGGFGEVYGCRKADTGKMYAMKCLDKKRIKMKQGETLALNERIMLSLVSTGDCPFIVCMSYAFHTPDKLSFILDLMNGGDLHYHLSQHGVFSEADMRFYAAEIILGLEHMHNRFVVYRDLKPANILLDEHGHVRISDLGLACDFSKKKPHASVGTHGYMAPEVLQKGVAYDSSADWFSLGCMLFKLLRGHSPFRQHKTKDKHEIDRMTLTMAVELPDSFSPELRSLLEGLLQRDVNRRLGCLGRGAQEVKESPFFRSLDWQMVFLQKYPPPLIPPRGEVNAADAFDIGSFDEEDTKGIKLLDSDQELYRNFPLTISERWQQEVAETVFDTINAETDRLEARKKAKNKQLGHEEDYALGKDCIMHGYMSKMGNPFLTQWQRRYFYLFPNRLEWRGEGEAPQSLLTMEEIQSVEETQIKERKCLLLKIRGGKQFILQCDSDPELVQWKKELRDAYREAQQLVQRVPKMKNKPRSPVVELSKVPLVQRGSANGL
RPL19A TOR yeast: modulators of TOR pathway RPL19A-GFP in S. cerevisiae; percent response vs DMSO, % at 10 µM; S. cerevisiae RPL19A-GFP strain, flow cytometry, 3 h; active compounds read low; 0.3% of 330,000 active;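 active = percent response vs DMSO below 50%; inconclusive = fewer than 70 events counted for the yeast strain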;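 note: median channel GFP fluorescence of the barcoded RPL19A-GFP strain; ratio of sample median GFP to plate DMSO average so 100% = DMSO; lower means less RPL19A-GFP as with rapamycin TOR inhibition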
CIT2-GFP yeast: alters CIT2-GFP fluorescence in TOR pathway yeast screen; S. cerevisiae CIT2-GFP strain, flow cytometry, 3 h; 100 means same as DMSO wells; GFP response vs DMSO, % at 10 µM; 0.065% of 320,000 active; AID 2029;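 active = GFP response relative to DMSO above a set limit, near the screen mean plus 3 SD, cut at about 150% in these data; inconclusive = Fewer than 70 cells measured for a yeast strain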;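 note: ratio of well median GFP fluorescence to mean of DMSO wells on the plate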
AGP1-GFP MLPCN: modulators of TOR pathway AGP1-GFP in S. cerevisiae. S. cerevisiae AGP1-GFP multiplex flow cytometry, 3 h; GFP as percent of DMSO wells. GFP response vs DMSO, % at 10 µM. 0.02% of 320,000 active;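 active = GFP response relative to DMSO above a set limit, near screen average plus 3 SD, cut at about 150% in these data; inconclusive = fewer than 70 cells counted for the yeast strain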;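 note: median GFP channel fluorescence of the gated AGP1 strain per well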
CR mimetic SO: lowers age-related superoxide in aged yeast cells | S. cerevisiae aged cells, superoxide DHE fluorescence; active compounds read low | superoxide response (% of plate mean), % at 10 µM | 0.18% of 330,000 active | AID 2690;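 active = superoxide response under a set limit, about three screen SD below normal, cut at about 65% in these data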;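 note: yeast aged for seven days with compound at 30 °C before DHE staining; 100% = average MFI of all compound-treated wells on the plate with controls excluded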
MEP2 TOR yeast: alters MEP2-GFP fluorescence in TOR pathway yeast screen; S. cerevisiae MEP2-GFP strain, flow cytometry GFP, 3 h; 100% = DMSO control level; GFP response vs DMSO, % at 10 µM; 0.51% of 330,000 active; AID 2016;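 active = GFP response versus DMSO above a set limit, roughly screen mean plus 3 SD, cut at about 180% in these data; inconclusive = fewer than 70 cells counted for a yeast strain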;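 note: median GFP fluorescence of the barcode-gated MEP2-GFP cells per well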
Starred values were filed as active, the others as inactive; ? = inconclusive; . = no result given; [ ] = remark or other dose.

Values run as follows: LAP4-GFP MLPCN | VLA-4 inh | GRK2 inh | RPL19A TOR yeast | CIT2-GFP yeast | AGP1-GFP MLPCN | CR mimetic SO | MEP2 TOR yeast
[1] COC(=O)C(CO)NC(=O)C1CCCN1C(=O)CNC(=O)OCc1ccccc1 (stereo unspecified)
→ 89.5 | 9.0 | 3.0 | 103.0 | 95.8 | 89.5 | 91.4 | 108.8
[2] CSc1nc(N)c(C#N)c(-c2ccc(Cl)cc2)c1C#N
→ 104.0 | 14.6 | 0.0 | 103.9 | 106.5 | 100.6 | 118.9 | 107.5
[3] COCc1cc(N2CCOCC2)nc(-c2ccccc2)n1
→ 103.2 | 15.9 | 2.0 | 101.6 | 89.3 | 102.4 | 93.8 | 98.7
[4] CC(=O)c1c(C)[nH]c(C(=O)COc2cc(C)ccc2C(C)C)c1C
→ 104.2 | -6.6 | 0.0 | 93.7 | 107.7 | 99.5 | 108.8 | 106.6
[5] COc1ccc(NC(=O)NCc2ccco2)c(OC)c1
→ 98.0 | -2.5 | 0.0 | 108.0 | 105.8 | 103.4 | 109.1 | 108.4
[6] COc1cc(NC(=S)N2CCN(c3ccccn3)CC2)cc(OC)c1
→ 92.2 | -21.7 | 0.0 | 91.8 | 85.9 | 90.8 | 100.4 | 94.5
[7] O=C(NCc1ccc2c(c1)OCO2)C(=O)NCC1OCCN1S(=O)(=O)c1ccc(F)cc1 (stereo unspecified)
→ 92.5[may fluoresce green] | -7.8 | 3.0 | 100.9[may fluoresce green] | 107.8[may fluoresce green] | 100.3[may fluoresce green] | 113.4 | 99.6[may fluoresce green]
[8] CCN(C[C@H]1N[C@@](CC)(C(=O)OC)[C@H]2C(=O)N(C)C(=O)[C@@H]12)C(=O)C1CCCCC1
→ 104.2 | -2.5 | 1.0 | 104.4 | 92.9 | 102.1 | 99.0 | 104.6
[9] CC(C)(C)c1ccc(C(=O)N2CCC(C(=O)NC3CCCCCC3)CC2)cc1
→ 100.2 | -5.2 | 2.0 | 102.5 | 104.2 | 103.6 | 82.5 | 100.9
[10] COc1ccc(S(=O)(=O)N2CN(Cc3ccco3)c3nc4ccccc4nc32)cc1
→ 91.9 | -2.5 | 1.0 | 87.9 | 81.3 | 84.9 | 105.1 | 90.9
[11] COc1ccc(C(=O)Oc2ccc(F)cc2C(=O)/C=C/c2ccc(OC)c(OC)c2)cc1
→ 97.1 | 7.0 | 0.0 | 102.6 | 100.1 | 102.4 | 96.5 | 95.7
[12] Cc1c(NC(=O)c2ccc3ncccc3c2)c(=O)n(-c2ccccc2)n1C
→ 99.8 | 1.2 | 1.0 | 95.7 | 93.1 | 95.4 | 102.7 | 99.0
[13] Cc1ccc(/C=N/n2c(COc3ccccc3)n[nH]c2=S)s1
→ 107.5 | 5.8 | 0.0 | 100.8 | 91.2 | 97.5 | 116.1 | 94.1
[14] Cc1cccc(NNC(=S)Nc2c(C)cccc2C)c1
→ 108.0 | 7.7 | 2.0 | 96.0 | 97.8 | 101.3 | 93.3 | 95.0
[15] CS(=O)(=O)NNC(=O)CN1C(=O)C2C3C=CC(C3)C2C1=O (stereo unspecified)
→ 101.5 | 14.1 | 6.0 | 99.8 | 94.7 | 104.0 | 98.1 | 99.1
[16] c1ccc(OCCOc2ncnc3ccccc23)cc1
→ 111.2 | 4.3 | 0.0 | 102.6 | 92.1 | 104.1 | 102.3 | 98.9
[17] COc1ccc(N2C(=O)CC(N(Cc3ccco3)C(=O)CCC(=O)O)C2=O)cc1 (stereo unspecified)
→ 102.0 | 0.0 | 5.0 | 101.6 | 97.7 | 103.8 | 82.0 | 100.8
[18] O=[N+]([O-])c1ccc(N2CCN(S(=O)(=O)c3ccccc3[N+](=O)[O-])CC2)cc1N1CCc2ccccc2C1
→ 93.8 | 13.3 | 1.0 | 99.9 | 92.1 | 102.7 | 94.8 | 96.8
[19] COc1cccc(-c2csc(NC(C)=O)n2)c1
→ 103.1 | 9.4 | 0.0 | 96.5 | 91.9 | 95.9 | 92.9 | 101.8
[20] Cc1ccc(S(=O)(=O)N2CCC(C(=O)OCCOc3ccccc3)CC2)cc1C
→ 103.5 | 0.7 | 4.0 | 97.0 | 93.5 | 104.0 | 111.3 | 100.3
[21] O=C(Nc1cccc(-c2cnc3ccccc3n2)c1)c1ccc(Cl)cc1
→ 78.5 | 24.1 | 0.0 | 118.4 | 76.6 | 84.3 | 118.8 | 97.9
[22] Cc1nnc(SCSc2nnc(C)s2)s1
→ 102.1 | 14.2 | 0.0 | 102.2 | 106.0 | 102.7 | 94.4 | 103.3
[23] CCOC(=O)C1=C(OCc2ccc(Cl)cc2)C2C=C(C)C=CC2N=C1 (stereo unspecified)
→ 92.8 | -1.3 | 1.0 | 92.3 | 95.5 | 95.7 | 102.5 | 96.4
[24] CCn1cc2nc(SCC(=O)Nc3ccc(OC)c(OC)c3)n(Cc3ccc(OC)cc3)c(=O)c2n1
→ 97.2 | 3.4 | 0.0 | 101.2 | 97.8 | 100.2 | 94.6 | 105.2
[25] O=C1c2ccccc2-c2nccnc21
→ 94.5 | -5.2 | 1.0 | 101.5 | 109.6 | 109.8 | 98.3 | 104.2
[26] Cc1ccc(CNC(=O)c2nnn(CC(=O)Nc3cc(C)cc(C)c3)c2N)cc1
→ 95.0 | 7.4 | 0.0 | 99.7 | 107.7 | 103.1 | 97.7 | 100.4
[27] Cc1cc2nc(-c3ccc(=O)[nH]c3)n(Cc3ccccc3)c2cc1C
→ 94.0 | -5.9 | 0.0 | 105.2 | 95.6 | 100.5 | 95.4 | 101.8
[28] O=C1CCN(Cc2ccccc2)CCN1[C@H](COc1ccccc1)Cc1ccccc1
→ 104.5 | 3.2 | 1.0 | 93.7 | 66.6 | 76.4 | 98.1 | 92.5
[29] CSc1ccccc1NC(=O)CN(C)CC(=O)Nc1ccc(Cl)cc1[N+](=O)[O-]
→ 85.1 | -1.1 | 0.0 | 100.3 | 92.8 | 89.4 | 108.0 | 91.9
[30] COc1ccc(S(=O)(=O)CCc2nnc(NC(=O)c3cccs3)s2)cc1
→ 107.0 | 9.9 | 0.0 | 99.6 | 101.7 | 101.1 | 110.8 | 106.3
[31] CCN(C(=O)c1cn(C)c(=O)c2cc(OC)c(OC)cc12)c1cc(C)ccc1C
→ 96.6 | 4.8 | 0.0 | 95.2 | 92.7 | 94.7 | 96.2 | 96.8
[32] COc1ccc(NC(=O)COC(=O)c2ccc(OCc3c(C)noc3C)cc2)cc1OC
→ 100.6 | 32.0 | 1.0 | 99.0 | 96.3 | 100.0 | 106.3 | 102.4
[33] CCN(CC)CCCNC(=O)Cn1nc([N+](=O)[O-])c(Cl)c1C
→ 87.6 | 0.4 | 0.0 | 99.9 | 101.9 | 97.4 | 104.6 | 105.0
[34] COc1cc2c(cc1OC)CN(Cc1cc(OC)c3c(c1)OCO3)CC2
→ 105.7 | -3.8 | 0.0 | 100.2 | 111.0 | 110.7 | 93.8 | 113.4
[35] CC(C)OCCCNC(=S)Nc1ccc(S(N)(=O)=O)cc1
→ 89.8 | 0.3 | 0.0 | 103.6 | 110.8 | 109.2 | 97.8 | 100.5
[36] COc1cccc(-n2cn[nH]c2=S)c1
→ 91.8 | 29.0 | 3.0 | 99.4 | 107.6 | 105.6 | 99.9 | 109.1
[37] CC(C1CC1)N(Cc1ccccc1)C(=S)Nc1cccc(C(F)(F)F)c1 (stereo unspecified)
→ 87.2 | -6.2 | 0.0 | 106.3 | 104.9 | 101.8 | 100.7 | 104.3
[38] COc1ccc(Nc2cc(C(=O)NCCCN3CCN(C)CC3)c3ccccc3n2)cc1
→ 95.6[may fluoresce violet] | -11.2 | 0.0 | 47.4*[may fluoresce violet] | ? | 20.8[may fluoresce violet] | 127.4 | 244.1*[may fluoresce violet]
[39] CCOc1cc(C(=O)Nc2ccc(C)cc2O)ccc1OCC(=O)N1CCOCC1
→ 99.7 | 1.9 | 3.0 | 93.5 | 97.3 | 101.0 | 94.3 | 93.0
[40] COc1cc(C(=O)OCC(=O)NCC2CCCCC2)ccc1OCC(C)C
→ 119.3 | 6.2 | 0.0 | 98.5 | 97.8 | 113.3 | 93.2 | 99.4
[41] COc1ccc(Cl)cc1NC(=O)Nn1cnnc1
→ 98.7 | 8.4 | 3.0 | 103.8 | 108.0 | 105.5 | 90.7 | 104.8
[42] COc1ccccc1N(CN1C(=O)c2ccccc2C1=O)C(=O)c1cccnc1
→ 113.8 | 0.7 | 0.0 | 105.4 | 114.2 | 112.1 | 91.7 | 109.6
[43] Cc1ccc(S(=O)(=O)NCc2ccc(/C=C(/C#N)C(=O)NCc3ccccc3)o2)cc1
→ 109.1 | -10.8 | 0.0 | 96.2 | 85.4 | 102.0 | 92.7 | 94.2
[44] CCOCN(C(=O)Cn1c(CO)nc2ccccc21)c1c(C)cccc1CC
→ 86.4 | 0.9 | 0.0 | 101.4 | 96.9 | 95.6 | 101.4 | 90.9
[45] COc1ccc(/C=C/C(=O)NC2CCCCCCC2)cc1S(=O)(=O)N1CCOCC1
→ 94.8 | 4.6 | 2.0 | 109.7 | 99.1 | 102.5 | 93.6 | 104.7
[46] CCCCN(CC)CCCNC(=O)CC1Oc2ccccc2NC1=O (stereo unspecified)
→ 94.6 | 1.5 | 0.0 | 106.9 | . | 85.1 | 104.4 | 99.6
[47] O=C(COC(=O)c1cnc(Cl)c(Cl)c1)NCc1cccs1
→ 100.4 | -6.8 | 0.0 | 95.4 | 99.1 | 101.3 | 100.7 | 96.3
[48] Cc1cccn2c(=O)c(/C=C(\C#N)C(N)=O)c(N3CCN(Cc4ccc5c(c4)OCO5)CC3)nc12
→ 98.1 | -9.0 | 1.0 | 96.9 | 89.7 | 96.9 | 100.1 | 90.4
[49] C=CC[n+]1c(-c2ccc(C)cc2)csc1Nc1c(C)n(C)n(-c2ccccc2)c1=O
→ 104.7 | 12.7 | 0.0 | 95.8 | 100.2 | 97.4 | 103.3 | 96.3
[50] CCOC(=O)N1CCN(CCC(=O)Nc2ccccc2)CC1
→ 93.9 | 6.4 | . | 98.4 | 101.0 | 94.8 | 95.8 | 103.3

(more compounds)
Values run as follows: LAP4-GFP MLPCN | VLA-4 inh | GRK2 inh | RPL19A TOR yeast | CIT2-GFP yeast | AGP1-GFP MLPCN | CR mimetic SO | MEP2 TOR yeast
[51] CC(CC(=O)NCC1CCCO1)c1ccccc1 (stereo unspecified)
→ 105.8 | 8.6 | 0.0 | 101.6 | 97.7 | 100.2 | 100.9 | 97.6
[52] COc1cc(CN(C)CC2CCCN(CCc3cccc(C(F)(F)F)c3)C2)ccc1O (stereo unspecified)
→ 89.8 | 18.2 | 3.0 | 102.4 | 101.8 | 99.5 | 97.6 | 107.1
[53] CCCCC(=O)Nc1ccc(NC(=O)c2cccs2)cn1
→ 102.4 | 0.7 | 0.0 | 105.3 | 102.6 | 110.1 | 99.3 | 98.9
[54] O=c1ccc2cc(S(=O)(=O)N3CCN(c4cc(Cl)ccc4Cl)CC3)ccc2o1
→ 101.6 | 10.6 | 0.0 | . | 104.5 | 101.7 | 149.2 | 97.4
[55] COc1ccc2cc(-c3ccccc3)ncc2c1
→ 93.3 | 18.5 | 1.0 | 98.3 | 91.2 | 89.0 | 90.2 | 97.4
[56] Cc1ccc(N(CC(=O)NC2CCCCC2)S(=O)(=O)c2c(C)nn(C)c2C)cc1
→ 96.9 | 15.8 | 1.0 | 96.4 | 97.8 | 97.5 | 105.2 | 99.1

Part of the list above, reduced to GRK2 inh.
#	compound	GRK2 inh
52	COc1cc(CN(C)CC2CCCN(CCc3cccc(C(F)(F)F)c3)C2)ccc1O (stereo unspecified)	3.0
53	CCCCC(=O)Nc1ccc(NC(=O)c2cccs2)cn1	0.0

Source: PubChem (NMMLSC)
